Screening results as filed in PubChem BioAssay.
Anesthetic bind: binds horse apoferritin like a general anesthetic | Potency, µM (highest dose often 77.5 µM), without a hit: top-dose activity change, negative = displacement, actives largely listed as inhibitors | P02791 | apoferritin/1-aminoanthracene competitive binding, fluorescence | 350,000 compounds, 0.074% hits; note: potency is the fitted concentration of half-maximal effect; % is set by controls: 0 for no effect and ±100 for the full control effect; nearly all actives have a fitted effect of over 20% in size
Target sequence (P02791 2-175 limits assumed): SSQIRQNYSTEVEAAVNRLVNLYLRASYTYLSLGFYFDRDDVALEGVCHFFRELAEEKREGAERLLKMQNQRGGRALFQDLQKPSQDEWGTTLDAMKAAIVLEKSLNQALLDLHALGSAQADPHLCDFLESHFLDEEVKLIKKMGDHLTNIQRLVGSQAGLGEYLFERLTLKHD
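10 uM apoferritin + 50% sat. 1-AMA, PBS; cpd 10 min RT; Ex380/Em535 endpoint; normalized to free probe vs complex; 4-param Hill fit; propofol titration as pos. ctrl.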
POLI inh: DNA polymerase iota (human) inhibition | Q9UNA4 | Pol iota fluorescent replication assay, 10 min | Potency, µM (top dose mostly 115 µM), for inactives: top-dose activity, negative = inhibition, usual class: inhibitors | 390,000 compounds, 1% hits | AID 588590; note: potency is the fitted concentration of half-maximal effect
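Fluorescent replication assay read twice, at 0 min and 10 min after adding 50 nM (final) substrate. Enzyme (10 nM) and compounds were first incubated 15 min at room temperature; enzyme-free buffer wells were negative controls.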
APEX1 inh: blocks human APE1 abasic DNA cleavage; P27695; Potency, µM (titrated, usually from 65.8 µM), for inactives: at the highest dose activity change, negative = inhibition, hits mostly inhibitors; AID 2517; recombinant APE1, TAMRA/BHQ-2 abasic DNA cleavage fluorescence; 350,000 compounds, 0.35% hits;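 note: potency is the fitted concentration of half-maximal effect; plate controls were vehicle for no effect and reference inhibitor for full effect; nearly all actives have a fitted effect of over 55% in size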
Target sequence (P27695 whole entry, looked up): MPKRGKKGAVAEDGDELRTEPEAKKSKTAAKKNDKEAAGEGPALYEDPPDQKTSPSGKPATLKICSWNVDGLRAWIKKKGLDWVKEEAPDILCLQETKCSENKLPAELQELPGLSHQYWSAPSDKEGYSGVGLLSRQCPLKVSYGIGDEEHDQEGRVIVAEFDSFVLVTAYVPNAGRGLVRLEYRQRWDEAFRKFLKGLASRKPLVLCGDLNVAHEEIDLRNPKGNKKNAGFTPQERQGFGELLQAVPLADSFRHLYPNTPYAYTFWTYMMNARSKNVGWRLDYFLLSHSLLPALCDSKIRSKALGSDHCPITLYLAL
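Endonuclease cleavage of a quenched abasic-site DNA duplex (50 nM) by APE1 (0.75 nM) was tracked by TAMRA dequenching. Compounds were preincubated with enzyme 15 min at room temperature; data normalized to buffer-only and DMSO wells plus NSC13755 control.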
BLM helicase inh: Bloom syndrome helicase (human) inhibition; 350,000 compounds, 0.2% hits; recombinant BLM DNA unwinding, fluorescence dequenching; Potency, µM (top dose mostly 56.1 µM), for inactives: at the highest dose activity change, negative = inhibition, actives largely listed as inhibitors; AID 2528; P54132;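 note: potency is the fitted concentration of half-maximal effect; plate controls were vehicle for no effect and no enzyme for full effect; nearly all actives have a fitted effect of over 35% in size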
Pol kappa inh: inhibitors of human DNA polymerase kappa. purified Pol kappa, fluorescent DNA synthesis assay, 10 min. 400,000 compounds, 0.53% hits. Potency, µM (series often up to 107 µM), for the others: at the top dose activity, negative = inhibition, actives largely listed as inhibitors. Q9UBT6; note: potency is the fitted concentration of half-maximal effect; % is set by controls: 0 for no effect and ±100 for the full control effect
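Readout: fluorescence, taken kinetically at 0 and 10 min. Conditions: 10 nM Pol kappa, 15 min RT compound preincubation, 50 nM substrate final. Controls: enzyme-free buffer wells.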
RXFP1 antag: RXFP1 (human) relaxin receptor antagonism | Q9HBX9 | HEK293-RXFP1, relaxin-stimulated cAMP HTRF, 30 min; stronger effect = lower value | activity change, negative = inhibition, % at 57.5 µM | 350,000 compounds, 0.59% hits | AID 1259400;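 active = activity change of -60% or lower, but not beyond a set lower limit; inconclusive = change between -60% and -40%, or beyond the set limit; inactive = change above -40%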; note: % is set by controls: 0 for no effect and ±100 for the full control effect
Pol beta inh: blocks human DNA polymerase beta activity; 340,000 compounds, 1.3% hits; AID 485314; Potency, µM (series often up to 114 µM), inactives show at the highest dose activity change, negative = inhibition, usual class: inhibitors; Pol beta primer extension/strand displacement, fluorescence kinetic; note: potency is the fitted concentration of half-maximal effect; % is set by controls: 0 for no effect and ±100 for the full control effect
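Values derive from four-parameter Hill fits of normalized kinetic data: reads at 0 and 10 min following addition of 50 nM substrate to 10 nM Pol beta preincubated 15 min with compound.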
PGK inhibitor: blocks T. brucei phosphoglycerate kinase. P07378. Potency, µM (doses to about 57.5 µM), without a hit: at the top dose activity change, negative = inhibition, hits mostly inhibitors. 380,000 compounds, 0.043% hits. PGK/GAPDH coupled, Kinase-Glo luminescence, 60 min; note: potency is the fitted concentration of half-maximal effect; % is set by controls: 0 for no effect and ±100 for the full control effect; nearly all actives have a fitted effect of over 60% in size
Target sequence (P07378 whole entry, looked up): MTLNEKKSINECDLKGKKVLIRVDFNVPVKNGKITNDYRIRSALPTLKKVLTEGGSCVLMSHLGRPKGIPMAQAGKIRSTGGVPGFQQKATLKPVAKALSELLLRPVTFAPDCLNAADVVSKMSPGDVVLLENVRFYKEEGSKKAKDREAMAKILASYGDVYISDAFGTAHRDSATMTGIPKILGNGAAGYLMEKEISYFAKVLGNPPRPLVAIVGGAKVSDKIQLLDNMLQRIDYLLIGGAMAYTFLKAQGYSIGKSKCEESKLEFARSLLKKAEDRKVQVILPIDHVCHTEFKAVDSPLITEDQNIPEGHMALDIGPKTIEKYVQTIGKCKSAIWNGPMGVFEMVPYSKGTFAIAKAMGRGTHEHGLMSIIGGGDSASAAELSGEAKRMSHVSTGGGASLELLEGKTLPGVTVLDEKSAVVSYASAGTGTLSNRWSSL
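Recombinant glycosomal PGK reaction used 1,3-bisphosphoglycerate generated in-well by GAPDH (100nM final) in 100mM TEA pH 7.6, 5mM MgCl2, 0.01% Tween-20. After 60 minutes at room temperature, ATP was read by Kinase-Glo Plus luminescence end-point.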
Pol eta inh: blocks human DNA polymerase eta activity | Q9Y253 | recombinant Pol eta, fluorescent DNA replication assay | Potency, µM (series often up to 114 µM), inactives show top-dose activity change, negative = inhibition, hits mostly inhibitors | 390,000 compounds, 1.2% hits; note: potency is the fitted concentration of half-maximal effect; % is set by controls: 0 for no effect and ±100 for the full control effect
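Pol eta (10 nM) was preincubated with compounds for 15 min at room temperature, after which fluorescent replication substrate (50 nM final) was added to start the reaction. Fluorescence was read kinetically at 0 and 10 min.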
Starred values were filed as active, the others as inactive; i = inactive; u = inconclusive; x = not tested or not shown; [ ] = dose if it differs, or a comment. Unless noted, calls come from the whole dose curve; as a rule, active = well fitted curve in the direction sought with a large enough effect; inconclusive = small, poorly fitted or top-dose-only effect, or another doubt; inactive = no such curve, though single readings can be large; an effect the other way counts as inactive or inconclusive. A portion of the library; count on the stated rates, not on these rows.

SMILES | Anesthetic bind | POLI inh | APEX1 inh | BLM helicase inh | Pol kappa inh | RXFP1 antag | Pol beta inh | PGK inhibitor | Pol eta inh
COc1ccc(C(=O)Nc2nnc(-c3ccco3)s2)cc1 | -4% | 11% | 15% | -5% | 3% | -20 | 2% | -7% | 8%
O=C(c1ccc([N+](=O)[O-])cc1)N1CCN(C(=O)c2cccnc2)CC1 | -1% | 162%[activator] | 1% | -6% | -8% | -13 | 23% | 0% | -6%
Cc1cccc(Cc2c(C)[nH]c(=O)c(C#N)c2C)c1 | -7% | 40%[activator] | 3% | -2% | 4% | -3 | 3% | 1% | -11%
CC(C(=O)N1CCc2ccccc21)N(C)CC(=O)Nc1ccc(F)cc1 (stereo not given) | x | 4% | 15% | x | -1% | -19 | x | i | -16%
O=C(Nc1c(C(=O)c2ccccc2)oc2ccccc12)c1cc(=O)c2ccccc2o1 | -1% | 15% | x | -2% | 6% | -10 | 4% | -4% | -19%
CCc1ccc(OCC(=O)N(Cc2cccs2)c2ccc(Cl)cc2)cc1 | 90%[activator] | 24% | x | -10% | -6% | x | -1% | i | -13%
Cc1noc(C)c1S(=O)(=O)N(C)CC(=O)NCc1ccccc1 | -10% | 18% | -3% | -2% | -6% | -6 | 48% | -10% | -8%
CSCCC(NC(=O)COc1ccccc1)C(=O)OCCOc1ccc(F)cc1 (stereo not given) | x | 10% | 2% | x | -15% | 11 | x | -11% | -7%
O=C(Cn1ncn2c(cc3sccc32)c1=O)NC1CCCC1 | 1% | -15% | 51% | 0% | -9% | 5 | 29% | -4% | -12%
Cc1cccc(OCCCSc2nc(-c3ccc(C(C)(C)C)cc3)nc3cc(=O)[nH]n23)c1C | u | u | x | -21% | -17% | -29 | -24% | x | x
O=C(Oc1ccc(-c2ccccc2)cc1)N1CCCCC1 | -22% | 8% | -2% | 1% | -9% | -7 | 14% | 1% | -5%
CCN1CCN(C(c2cccs2)C(C)NC(=O)c2cccc(OC)c2OC)CC1 (stereo not given) | -5% | 7% | -1% | -1% | -12% | 8 | -4% | -10% | 0%
CCCCOc1ccc(C(=O)N(C)CC(=O)Nc2ccc(C)cc2)cc1 | 4% | 28% | 1% | 2% | -6% | -4 | -4% | -8% | -17%
CCN(Cc1nc2ccccc2c(=O)[nH]1)Cc1cc(=O)oc2cc(C)c(C)cc12 | x | 19% | x | x | -8% | 8 | x | 1% | -16%
COc1ccc(CN2CCN(CCc3ccccc3)C(CCO)C2)cc1Cn1cncn1 (stereo not given) | -4% | 15% | 2% | 0% | -3% | -4 | 26% | -1% | 4%
N/C(COc1ccc(C(=O)O)cc1)=N\O | -9% | -10% | 10% | 1% | -6% | -4 | 5% | -1% | -19%
Cc1cc(OCCN2CCOCC2)ccc1[N+](=O)[O-] | -14% | 2% | 4% | 5% | -6% | x | -19% | -8% | -7%
COc1cc(/C=C(\C#N)c2nc3ccccc3[nH]2)cc(Br)c1OCc1ccccc1 | -9% | 191%[activator] | -2% | -15% | -8% | u | 23% | -2% | -8%
Nc1c(Cl)ncnc1NCCc1ccc(O)cc1 | -4% | 31% | -2% | 1% | 1% | 12 | -18% | i | 14%
Cc1c(Cl)cccc1NC(=O)C1CC(=O)N(C2CCCC2)C1 (stereo not given) | x | 39%[activator] | x | x | -6% | 1 | x | -2% | 4%
N#CC(Cc1ccccc1OC(F)F)c1nc2ccccc2[nH]1 (stereo not given) | -1% | 28% | -1% | -2% | -2% | 0 | -13% | -2% | -12%
Cc1ccc(-c2cc(C#N)c(=O)n(Cc3c(Cl)cccc3Cl)c2)cc1 | -11% | 17% | 0% | 1% | -6% | 9 | 26% | 0% | 3%
Cc1cccc(C(=O)O/N=C(\N)Cc2ccc([N+](=O)[O-])cc2)c1 | u | -9% | 10% | -4% | 3% | -6 | 14% | -4% | -16%
COc1ccc(-c2cc(=O)n(-c3ccc([N+](=O)[O-])cc3)[nH]2)cc1 | -7% | u | 0% | -6% | -34% | -22 | 6% | i | -15%
COc1ccc(S(=O)(=O)Nc2cccc3c2O[C@H](CN(C)S(=O)(=O)c2cn(C)cn2)[C@@H](C)CN([C@H](C)CO)C3=O)cc1 | x | 16% | 8% | x | -5% | x | x | -8% | -8%

Quoted from the listing.
For PGK inhibitor, `O=C(Oc1ccc(-c2ccccc2)cc1)N1CCCCC1` has 1%
For POLI inh, `O=C(Cn1ncn2c(cc3sccc32)c1=O)NC1CCCC1` has -15%
For APEX1 inh, `Cc1cccc(Cc2c(C)[nH]c(=O)c(C#N)c2C)c1` has 3%

The listing picks up, repeating the two entries before the break.
SMILES | Anesthetic bind | POLI inh | APEX1 inh | BLM helicase inh | Pol kappa inh | RXFP1 antag | Pol beta inh | PGK inhibitor | Pol eta inh
COc1ccc(-c2cc(=O)n(-c3ccc([N+](=O)[O-])cc3)[nH]2)cc1 | -7% | u | 0% | -6% | -34% | -22 | 6% | i | -15%
COc1ccc(S(=O)(=O)Nc2cccc3c2O[C@H](CN(C)S(=O)(=O)c2cn(C)cn2)[C@@H](C)CN([C@H](C)CO)C3=O)cc1 | x | 16% | 8% | x | -5% | x | x | -8% | -8%
COC(=O)Cc1c(C)nc2nc(NCc3c(F)cccc3Cl)[nH]n2c1=O | -2% | -5% | -2% | 2% | 0% | -5 | 18% | -2% | -12%
O=C(NC1CCN(Cc2ccccc2)CC1)C1CCN(S(=O)(=O)c2cccc3nsnc23)CC1 | 4% | -1% | 3% | -5% | -6% | 9 | 10% | -10% | -10%
COCCNC(=O)c1ccc(N2CCCCC2)c(NS(=O)(=O)c2ccc(C)cc2)c1 | -5% | 8% | 17% | -10% | -4% | -11 | -2% | -4% | -12%
COc1ccc(CN(C)C(C)C(=O)Nc2ccc([N+](=O)[O-])cc2Cl)cc1OC (stereo not given) | -10% | 20% | 0% | -1% | 3% | -8 | u | -4% | -22%
CCC(=O)NC(=S)Nc1ccc(NC(=O)c2ccc(Br)o2)cc1 | -1% | -17% | -8% | -3% | 2% | -1 | -19% | x | -4%
CCOC(=O)c1nc(C)sc1-c1ccnn1S(=O)(=O)c1ccccc1C(F)(F)F | -5% | -13% | -6% | 3% | -5% | -2 | 3% | -9% | -19%
CC(Oc1ccccc1)C(=O)Nc1nnc2n1CCS2 (stereo not given) | 9% | 23% | x | -1% | -5%[60.1 µM] | 8 | 7% | i | -14%
NNc1ccc(Cc2ccc(Cl)cc2Cl)nn1 | u | 48%[activator] | -7% | -4% | -2% | 10 | 2% | i | -13%
C#Cc1ccc([C@H]2C=C(C(=O)NCc3ccccc3)O[C@@H](OCC)[C@@H]2CCCO)cc1 | -7% | 7% | 0% | -7% | 7% | x | 22% | -6% | -12%
COc1ccc(OCCCc2c(C)n[nH]c2C)cc1 | -22% | -6% | 0% | -3% | -5% | 5 | -6% | -1% | 2%
N#Cc1c(Nc2ccccc2)c(/C=N/N=C/c2ccccc2)c[nH]c1=O | -16% | 87%[activator] | -3% | -2% | -6% | -9 | -12% | -9% | -12%
COc1ccc(S(=O)(=O)N2CCCC2C(=O)Nn2cnnc2)cc1 (stereo not given) | -6% | 16% | -14% | -1% | -18% | -7 | -29% | 6% | -15%
N=c1sccn1CC(=O)Nc1cc(S(=O)(=O)N2CCCCC2)ccc1Cl | -11% | 39%[activator] | 10% | 3% | 0% | -10 | -2% | i | -18%
COc1ccc(/C(O)=C2/C(=O)C(=O)N(CCN(C)C)C2c2ccccc2)cc1Cl (stereo not given) | -11% | -7% | 13% | -5% | -5% | 5 | 22% | 3% | -10%
Cc1nn2c(=O)cc(COC(=O)c3ccco3)nc2s1 | -6% | 18% | x | -1% | -4% | x | 0% | -16% | -18%
CNC(=O)c1ccc(S(=O)(=O)c2ccc(Cl)cc2)c(NC(C)=O)c1 | 4% | 15% | -3% | -2% | 2%[60.1 µM] | 0 | 48% | -5% | -13%
Cc1ccc(NC2CCCN(C(=O)CCc3ccncc3)C2)cc1C (stereo not given) | -19% | 37%[activator] | 26% | -2% | -3% | 0 | 1% | 5% | -16%
CC(NC(=O)c1ccc(Cn2c(=O)c3cccn3c3cccnc32)cc1)c1ccccc1 (stereo not given) | 45%[activator] | 4% | x | 0% | -19% | -3 | 7% | 1% | -8%
CC(=O)c1ccc(NC(=O)CC(C)S(=O)(=O)c2ccc3c(c2)CCN3C(C)=O)cc1 (stereo not given) | -2% | 36%[activator] | 3% | -4% | 0% | 12 | -4% | i | 2%
O=C(c1ccccc1)c1ccc2c(c1)OCCOCCOCCOCCO2 | 10% | 65% | -3% | -2% | 1% | 5 | 8% | -7% | -19%
Cc1ccc(S(=O)(=O)Nc2cc(C)on2)cc1 | 2% | 50%[activator] | -15% | -3% | -5% | 6 | 56% | -8% | -26%
Cc1ccc2oc(=O)n(CCOc3ccccc3Cl)c2c1 | -1% | 19% | -9% | -8% | 9% | 0 | 24% | -1% | -8%
COc1cccc(-c2nc(S(=O)(=O)c3ccc(Cl)cc3)c(NCc3ccccc3)o2)c1 | 45%[activator] | u | x | -11% | -97% | 5 | 6% | 0% | -21%
COc1ccc([N+](=O)[O-])cc1NC(=O)C(C)Sc1ccccc1 (stereo not given) | -14% | 8% | 4% | 1% | -9% | 9 | -9% | 7% | -15%
CCCOc1ccccc1C(=O)N1CCCCC1CCN1CCCCC1 (stereo not given) | -14% | 3% | x | -4% | -8% | 4 | -17% | i | 3%
O=C(NC1CCCC1)C(c1ccc(O)cc1)N(CC1CCCO1)C(=O)C1COc2ccccc2O1 (stereo not given) | -10% | -5% | -10% | 0% | -11% | 7 | u | 2% | -14%
COc1ccc(C=O)c2[nH]c3c(Cl)ncnc3c12 | -8% | u | 29% | 16% | -13% | 4 | -1% | 5% | -14%
CCC(=O)N(CC)c1nc(-c2ccc(OC)cc2)cs1 | 7% | -14% | 1% | -13% | -5% | -3 | 3% | 0% | -13%
COc1cc2c(cc1OC)C(C)N(C(=O)c1ccc(Br)o1)CC2 (stereo not given) | 5% | 12% | 0% | -9% | -17% | 11 | 10% | i | -3%
Cc1cccc2sc(NNC(=O)c3cc(-c4cccs4)nc4ccccc34)nc12 | -17% | 12% | 26% | -1% | -8% | x | -1% | 5% | -3%
